a7 integrin act: integrin-mediated muscular dystrophy alleviation activation; alpha7betagal myoblasts, beta-gal FDG fluorescence, 48 h; actives 0.064% (n = 350,000); Potency, µM (titrated, usually from 38.3 µM), without a hit: top-dose activation, actives largely listed as activators; AID 624291;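 also: potency is read from the fitted curve at half-maximal effect; 100% = response of the positive control SU9516; nearly all actives have a fitted effect of over 60% in size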
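alpha7betagal+/- myoblasts (passage 13, 250/well) treated 48 h at 37C with compounds at 1:260 dilution of DMSO stock. Lysed, then beta-galactosidase activity read as FDG fluorescence (ex 480/em 540) after 30 min, with pre-read for autofluorescence.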
BRCA1 expr act: increases BRCA1 expression | Potency, µM (titrated, usually from 46.1 µM), for the others: at the highest dose activation, most hits filed as activators | MCF7-BRCA1-FFLuc reporter, luminescence, 48 h; response scale: scaled: vehicle 0%, 10 µM genistein 100% | actives 1.1% (n = 380,000); also: potency is read from the fitted curve at half-maximal effect; nearly all actives have a fitted effect of over 80% in size; some results filed as inactive show a strong effect at the top dose
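Luminescence from a BRCA1-driven firefly luciferase in MCF7 cells was the read-out, taken 15 min after substrate addition following 48 h compound exposure at 37 °C. Data were normalized to a 10 microM genistein control and DMSO vehicle.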
ASM inhibitor: blocks human secretory acid sphingomyelinase; Potency, µM (top dose mostly 57.5 µM), without a hit: at the highest dose activity change, negative = inhibition, usual class: inhibitors; AID 504937; P17405; placental ASM, HMU-PC fluorogenic substrate, 60 min; actives 0.006% (n = 340,000); also: potency is read from the fitted curve at half-maximal effect
Target sequence (P17405 47-631 limits assumed): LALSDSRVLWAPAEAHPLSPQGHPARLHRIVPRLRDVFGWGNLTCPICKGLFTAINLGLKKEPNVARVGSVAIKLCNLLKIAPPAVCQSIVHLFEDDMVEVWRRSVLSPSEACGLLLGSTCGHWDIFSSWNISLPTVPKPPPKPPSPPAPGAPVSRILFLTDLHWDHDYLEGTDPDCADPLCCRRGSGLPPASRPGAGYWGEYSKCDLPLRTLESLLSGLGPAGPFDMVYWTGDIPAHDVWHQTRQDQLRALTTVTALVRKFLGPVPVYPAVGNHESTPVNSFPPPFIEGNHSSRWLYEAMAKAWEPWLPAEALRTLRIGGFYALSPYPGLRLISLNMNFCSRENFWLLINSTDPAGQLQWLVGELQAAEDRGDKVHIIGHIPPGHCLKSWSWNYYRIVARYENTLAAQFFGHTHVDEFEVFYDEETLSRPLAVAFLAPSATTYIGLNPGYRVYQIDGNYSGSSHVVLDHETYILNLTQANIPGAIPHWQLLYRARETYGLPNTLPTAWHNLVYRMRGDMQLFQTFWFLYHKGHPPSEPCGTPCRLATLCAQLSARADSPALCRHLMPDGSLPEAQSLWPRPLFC
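Human placenta-derived ASM preincubated with compound 10 min at room temperature, then reacted with 9 uM (final) fluorogenic HMU-PC substrate for 60 min at 37 C. Stop solution raises pH to 10; fluorescence read at Ex 386/Em 447 nm.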
uPA surface inh: cell surface uPA generation inhibition; cell surface uPA generation assay, qHTS; Potency, µM (top dose mostly 38.3 µM), for inactives: at the top dose activity change, negative = inhibition, usual class: inhibitors; actives 0.31% (n = 330,000); active = well fitted inhibition curve with a large enough effect; inconclusive = small, poorly fitted or top-dose-only effect; inactive = no such curve, though single readings can be large or run the other way; tested in mouse RAW 264.7 cells; also: potency is read from the fitted curve at half-maximal effect; % is scaled to controls: 0 for no effect and ±100 for the full control effect; nearly all actives have a fitted effect of over 55% in size
USP2a inh: inhibitors of human ubiquitin-specific protease USP2a | USP2 core, Ub-CHOP2 coupled fluorogenic reporter, 485/531 | AID 463254 | actives 0.01% (n = 330,000) | O75604 | Potency, µM (series often up to 38.3 µM), inactives show top-dose activity change, negative = inhibition, usual class: inhibitors;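 also: potency is read from the fitted curve at half-maximal effect; plate controls were DMSO wells for no effect and full inhibition by NEM control for full effect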
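Cell-free coupled assay: 10nM USP2 core preincubated 30min RT with compound in Tris-HCl pH 8.0/CaCl2/CHAPS buffer, then 25nM Ub-CHOP2 and 25nM reporter substrate; fluorescence (Ex 485/Em 531) read after 60min RT, normalized to NEM inhibition, concentration-response curves fitted.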
p53 reactivation: mutant p53 re-activation in reporter cells | H1299 p53-A138V BP100-luciferase reporter, luminescence, 24 h | Potency, µM (titrated, usually from 92.2 µM), without a hit: top-dose activity change, positive = activation, hits mostly activators | actives 0.063% (n = 320,000) | AID 504706; also: potency is read from the fitted curve at half-maximal effect; % of control where 0% means no effect; nearly all actives have a fitted effect of over 45% in size
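H1299 (p53-null), stable ts p53-A138V + BP100-Luc; 1000 cells/well, Opti-MEM/10% FBS; cpd 4 pt, 1:5; 24 h, 37 deg C, 5% CO2; detection reagent 10 min RT; luminescence.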
ELG1 genotoxic: inducers of genotoxicity in HEK293T ELG1-luciferase cells; HEK293T ELG1-luciferase reporter, luminescence, 16 h; Potency, µM (series often up to 46 µM), for inactives: top-dose activity change, positive = activation, hits mostly activators; actives 1.3% (n = 330,000); AID 504466; also: potency is read from the fitted curve at half-maximal effect; % of control where 0% means no effect; nearly all actives have a fitted effect of over 60% in size
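HEK293T cells expressing luciferase-tagged ELG1 were treated with compound or DMSO for 16 hr at 37°C. Luciferase activity was then read after 30 min with ONE-Glo at room temperature; rising signal flags genetic stress.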
TRPV1 agonist: human TRPV1 agonism; TRPV1-expressing cells, Fluo-8 calcium influx, agonist mode; activation, % at 8.33 µM; actives 0.19% (n = 320,000); in the data active = activation above about 80%; inconclusive = between about 30% and that limit; also: 0% is about no effect
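TRPV1-expressing cells were cultured overnight at 35.5C and loaded with Fluo-8 calcium dye for 40 to 90 min at room temperature. After a 10 s baseline, compound was added and calcium influx was read kinetically for 3 min (ex 480/em 520 nm).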
PTAP TSG101 blk: blocks PTAP/TSG101 interaction to inhibit HIV-1 budding. Fluorescence polarization, FITC-PTAP peptide / Tsg101 binding. 340,000 tested, under 10 active. Q99816. Potency, µM (series often up to 115 µM), without a hit: top-dose activity change, negative = inhibition, hits mostly inhibitors; active = well fitted inhibition curve with a large enough effect in the main read-out, with a control signal flat, not every such curve was filed as active; inconclusive = small, poorly fitted or top-dose-only effect, or effect the other way, or a change in a side signal; inactive = no such curve, though single readings can be large or run the other way; also: potency is read from the fitted curve at half-maximal effect; % of control where 0% means no effect
Target sequence (Q99816 whole entry, looked up): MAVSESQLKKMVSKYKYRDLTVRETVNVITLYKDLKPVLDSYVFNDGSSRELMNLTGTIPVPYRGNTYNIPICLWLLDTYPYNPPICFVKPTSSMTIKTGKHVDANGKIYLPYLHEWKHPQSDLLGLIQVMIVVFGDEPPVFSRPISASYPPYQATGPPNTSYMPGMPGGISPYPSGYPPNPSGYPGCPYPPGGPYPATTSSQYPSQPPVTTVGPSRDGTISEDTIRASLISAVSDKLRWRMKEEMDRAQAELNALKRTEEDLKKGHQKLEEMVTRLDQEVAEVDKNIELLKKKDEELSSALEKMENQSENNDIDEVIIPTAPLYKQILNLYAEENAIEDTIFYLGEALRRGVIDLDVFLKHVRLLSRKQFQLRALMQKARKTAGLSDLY
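Fluorescence polarization binding of Tsg101 binding domain (10 uM final) to FITC-labeled PTAP peptide (50 nM final) in HEPES pH 7.5 buffer with NaCl, Tween 20, EDTA, TCEP. Compounds added before peptide; binding 20 min at RT.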
Eya2 phos inh: blocks the phosphatase activity of human Eya2; actives 0.006% (n = 330,000); O00167; recombinant Eya2, OMFP fluorescence dephosphorylation (OMFP is methylfluorescein phosphate); Potency, µM (titrated, usually from 76.9 µM), for the others: at the highest dose activity, negative = inhibition, actives largely listed as inhibitors; also: potency is read from the fitted curve at half-maximal effect; % is scaled to controls: 0 for no effect and ±100 for the full control effect
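Eya2 protein (added as 0.2 uM solution) was preincubated with compound for 10 min at ambient temperature in 50 mM HEPES pH 7.5, 50 mM NaCl, 5 uM MgCl2, 0.05% BSA, 1 mM DTT. OMFP (added at 50 uM) then reacted 10 min; fluorescence read at 485/525 nm.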
B2AR arrestin: beta2AR (human) beta-arrestin recruitment activity; Potency, µM (top dose mostly 46.1 µM), inactives show at the top dose activation, hits mostly activators; actives 0.02% (n = 330,000); beta-arrestin recruitment to beta2AR, cell-based reporter; P07550;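 also: potency is read from the fitted curve at half-maximal effect; 0% = DMSO controls and full agonism = EC100 isoproterenol or metaproterenol; nearly all actives have a fitted effect of over 65% in size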
Starred values were filed as active, the others as inactive; ? = inconclusive; · = no result given; [ ] = another dose, or the depositor's remark. Unless noted, calls follow the shape of the dose curve; as a rule, active = well fitted curve in the direction sought with a large enough effect; inconclusive = small, poorly fitted or top-dose-only effect, or another doubt; inactive = no such curve, though single readings can be large; an effect the other way counts as inactive or inconclusive.

#	canonical_smiles	a7 integrin act	BRCA1 expr act	ASM inhibitor	uPA surface inh	USP2a inh	p53 reactivation	ELG1 genotoxic	TRPV1 agonist	PTAP TSG101 blk	Eya2 phos inh	B2AR arrestin
1	Cc1cc(C)nc(N/N=C/c2c(CO)cnc(C)c2O)n1	-58%[inhibitor]	-40%	218%[activator]	-6%	0%	2%	9%	0	-6%	-7%	0.4%
2	Cc1cc([N+](=O)[O-])cnc1Sc1nccn1C	-20%	-6%	-2%	-7%	1%	-4%	0%	-1	-5%	-3%	1.1%
3	Cc1nnc(SCC(=O)NCCN2C(=O)CSC2=O)s1	-12%	12%	2%	4%	1%	10%	1%	-1	-2%	15%	-0.4%
4	Cc1nnc(SCC(=O)NNC(=O)c2ccc(F)cc2)n1Cc1ccccc1	-30%	0%	11%	4%	3%	15%	2%	·	-1%	4%	-1.8%
5	O=C(COc1ccccc1F)N1CCCc2ccccc21	11%	33%	0%	5%	-1%	15%	8%	1	0%	11%	-0.5%
6	Cc1cccc(OCC(=O)N2CCCc3ccccc32)c1	-5%	0%	4%	3%	-4%	-2%	0%	7	-3%	-5%	0.2%
7	Cc1cc2c(nn1)CCc1nonc1-2	-6%	0%	1%	·	2%	-4%	-1%	-1	-5%	-6%	-0.6%
8	O=C(c1cccs1)N(Cc1cc2ccccc2[nH]c1=O)CC1CCCO1 (stereo not given)	-9%	-1%	0%	5%	-1%	-6%	0%	7	-2%	3%	-0.4%
9	CC1=C(C(N)=O)C(c2ccc(Cl)c(Cl)c2)n2ncnc2N1 (stereo not given)	27%	-5%	13%	-1%	0%	-2%	3%	-1	2%	-14%	0.4%
10	CCOC(=O)N1CCC(NC(=O)Cn2cccc2C(=O)c2ccccc2C)CC1	23%	7%	3%	-2%	-2%	-6%	0%	-1	-6%	5%	0.4%
11	O=C(Nc1cccc2c1CCCC2)c1cc([N+](=O)[O-])ccc1Cl	-27%	-66%	-3%	-11%	1%	-3%	-9%	5	-4%	-23%	-0.4%
12	CC(C)(C)C(=O)C(Oc1cccc2nonc12)n1cncn1 (stereo not given)	14%	-5%	3%	12%	4%	-1%	1%	2	-2%	4%	-0.7%
13	CC1(c2nnc(-c3ccccc3)o2)CC(c2ccccc2)=NO1 (stereo not given)	-14%	-3%	-1%	-2%	·	·	·	·	-1%	·	·
14	Cc1ccc(Cn2nnc3c(=O)[nH]c(C4CCCN(S(=O)(=O)c5ccccc5F)C4)nc32)cc1 (stereo not given)	2%	-37%	-3%	-2%	-1%	1%	9%	1	0%	0%	0.2%
15	Cn1c(=O)c2sccc2n(Cc2ccccc2)c1=O	2%	-16%	3%	-2%	-1%	-3%	0%	-3	-1%	5%	0.3%
16	O=C(c1ccccc1)N1CCN(S(=O)(=O)N2CCCCC2)CC1	13%	15%	-2%	-14%	-1%	-2%	-5%	-3	-4%	16%	-0.2%
17	Cc1cccc(C(=O)O[C@@H]2[C@H](Cc3ccccc3)NS(=O)(=O)[C@H]3C[C@@H]4C=C[C@]23O4)c1	-5%	0%	-6%	2%	-3%	12%	-1%	1	-3%	-33%	0.0%
18	CCOC(=O)Cn1c(=O)n(Cc2ccc(OC)cc2)c(=O)c2cccnc21	-22%	-6%	-4%	-6%	7%	-5%	0%	?	-1%	-17%	-0.6%
19	CC[C@@H](C)[C@@H]1CN([C@@H](CN2CCC[C@H]2CN2C(N)=NC[C@H]2C(C)C)C(C)C)C(=N)N1CCCC1CCCC1	30%	16%	-7%	-11%	1%	-11%	2%	·	-2%	2%	-0.8%
20	CCCCN(CC)CCNC(=O)CCC(=O)Nc1ccc2nc(N3CCN(C)CC3)cc(C)c2c1	3%	-8%	·	3%	-6%	3%	6%	11	-7%	-15%	-0.7%
21	CC1CCN(c2[nH]c(=S)c(C#N)c3c2CCCC3)CC1	-25%	6%	1%	6%	14%	5%	1%	-2	-1%	28%	0.3%
22	C/C(=N\NS(=O)(=O)c1ccc(C)cc1)c1ccc(Br)s1	40%	1%	?	·	0%	-2%	-2%	2	-6%	-1%	-0.4%
23	Cc1nn(C)c(N)c1C(O)(c1nccn1C)C(F)(F)F (stereo not given)	3%	17%	1%	3%	0%	5%	2%	-1	-4%	7%	-0.7%
24	C=CCNC(=O)CSc1nnc(-c2ccncc2)n1CCc1ccccc1	12%	-18%	2%	2%	0%	-4%	5%	0	-2%	10%	-0.2%
25	O=C(O)c1ccc(COCC(F)(F)F)cc1	14%	3%	3%	2%	4%	22%	1%	4	-2%	-1%	-0.2%
26	Cc1ccc(/C(N)=N/OC(=O)C23CC4CC(CC(C4)C2)C3)cc1	-11%	?	-1%	1%	-1%	?	4%	1	-7%	-22%	-0.1%
27	O=C(O)C1CCCN(CCC=C(c2ccccc2)c2ccccc2)C1 (stereo not given)	·	1%	-5%	6%	·	·	·	·	-2%	7%	·
28	COC(=O)c1cc(C)nc(Sc2ccccc2N)n1	-36%[inhibitor]	-42%	0%	3%	2%	12%	-4%	·	0%	-1%	-0.1%
29	O=C(CN1CCc2ccccc2C1)Nc1ccc(F)cc1	30%	-6%	-1%	13%	-1%	10%	0%	17	-8%	0%	-0.9%
30	Cc1ccc(C)c(C(=O)N(C)CC(=O)Nc2ccccc2C(F)(F)F)c1	-1%	-1%	1%	20%	-2%	-3%	-17%	7	-1%	-18%	-1.1%
31	COCCNC(=O)C(c1ccc(C)o1)N(CCOC)C(=O)Cn1nnc2ccccc21 (stereo not given)	16%	-28%	3%	3%	1%	-2%	0%	1	-3%	5%	-0.4%
32	O=C1N[C@@H](Cc2cnc[nH]2)C(=O)N2CCC[C@@H]12	·	22%	6%	13%	0%	2%	5%	2	1%	3%	0.1%
33	Cc1cn(S(=O)(=O)c2ccccc2[N+](=O)[O-])cn1	-1%	0%	4%	1%	4%	2%	3%	3	-1%	-12%	-0.1%
34	COc1ccc([N+](=O)[O-])cc1-c1nc2ccccc2nc1-c1ccccc1	0%	0%	0%	-4%	4%	·	0%	2	1%	4%	-0.3%
35	COc1ccc(CC(=O)N/N=C/c2cccs2)cc1OC	3%	-21%	-1%	10%	1%	-6%	-9%	7	-2%	12%	0.2%

Filtered by structure: the entries above containing an aryl thioether with sulfur outside any ring.
#	canonical_smiles	a7 integrin act	BRCA1 expr act	ASM inhibitor	uPA surface inh	USP2a inh	p53 reactivation	ELG1 genotoxic	TRPV1 agonist	PTAP TSG101 blk	Eya2 phos inh	B2AR arrestin
2	Cc1cc([N+](=O)[O-])cnc1Sc1nccn1C	-20%	-6%	-2%	-7%	1%	-4%	0%	-1	-5%	-3%	1.1%
3	Cc1nnc(SCC(=O)NCCN2C(=O)CSC2=O)s1	-12%	12%	2%	4%	1%	10%	1%	-1	-2%	15%	-0.4%
4	Cc1nnc(SCC(=O)NNC(=O)c2ccc(F)cc2)n1Cc1ccccc1	-30%	0%	11%	4%	3%	15%	2%	·	-1%	4%	-1.8%
24	C=CCNC(=O)CSc1nnc(-c2ccncc2)n1CCc1ccccc1	12%	-18%	2%	2%	0%	-4%	5%	0	-2%	10%	-0.2%
28	COC(=O)c1cc(C)nc(Sc2ccccc2N)n1	-36%[inhibitor]	-42%	0%	3%	2%	12%	-4%	·	0%	-1%	-0.1%

Compound activity as filed in PubChem BioAssay.
